Source: PubChem (several laboratories)
PHOSPHO1 inh – PHOSPHO1 (human) inhibition; Q8TCT1; recombinant PHOSPHO1, absorbance phosphatase assay; inhibition, % at 13.3 µM; 1.1% of 290,000 active; AID 1565; in the data active = inhibition above about 60%
Target sequence (Q8TCT1 whole entry, looked up): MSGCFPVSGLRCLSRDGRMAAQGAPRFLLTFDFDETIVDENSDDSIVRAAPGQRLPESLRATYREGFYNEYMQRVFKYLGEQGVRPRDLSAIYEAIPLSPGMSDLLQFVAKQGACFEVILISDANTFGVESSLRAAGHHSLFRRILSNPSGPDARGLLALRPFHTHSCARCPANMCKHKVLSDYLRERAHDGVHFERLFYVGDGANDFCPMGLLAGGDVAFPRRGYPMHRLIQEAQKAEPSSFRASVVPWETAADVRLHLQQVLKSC
HCV NS3 hel inh – blocks Hepatitis C virus NS3 helicase unwinding. NS3 helicase DNA unwinding, Cy5 molecular beacon fluorescence. inhibition, % at 10.9 µM. 0.56% of 290,000 active. AID 1800;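 active = inhibition above the mean of all tested compounds plus 3 SD, set per campaign, cut at about 35% in these data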;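 note: 0% = DMSO wells and 100% = thioflavine S control wells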
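Control set: DMSO versus 110 µM thioflavine S; Material: NS3 helicase fragment of HCV; Measured by: Cy5 fluorescence at 0 and 60 min, beacon hairpin quenching; Read-out basis: percent inhibition from t60/t0 fluorescence ratio; Times: reaction time 60 min, 25 °C; Repeats: single replicate; Compound dosing: single dose, 10.9 µM nominal final, DMSO 0.8% final.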
OXTR ag – activates the human oxytocin receptor; P30559; activation, % at 3 µM; CHO-OTR cells, Fluo-8 calcium fluorescence; normalized: DMSO 0%, oxytocin 100%; 0.32% of 320,000 active; AID 2435;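 active = activation above the mean of all tested compounds plus 3 SD, cutoff set per screening run, cut at about 20% in these data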;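 note: peak over basal fluorescence ratio from a 100 s FLIPR kinetic read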
Target sequence (P30559 whole entry, looked up): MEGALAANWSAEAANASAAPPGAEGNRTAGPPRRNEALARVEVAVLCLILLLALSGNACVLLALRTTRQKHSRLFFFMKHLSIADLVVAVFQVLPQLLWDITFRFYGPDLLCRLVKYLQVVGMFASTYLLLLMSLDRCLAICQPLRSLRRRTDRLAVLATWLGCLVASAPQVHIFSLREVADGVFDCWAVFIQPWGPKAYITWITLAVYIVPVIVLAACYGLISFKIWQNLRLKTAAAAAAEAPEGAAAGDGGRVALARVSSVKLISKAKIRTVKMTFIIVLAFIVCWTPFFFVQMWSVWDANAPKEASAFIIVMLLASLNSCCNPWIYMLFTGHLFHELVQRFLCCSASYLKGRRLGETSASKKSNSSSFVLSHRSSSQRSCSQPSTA
IMP-1 inh – blocks Pseudomonas aeruginosa IMP-1 metallo-beta-lactamase; purified IMP-1, nitrocefin hydrolysis, epi-absorbance fluorescence; inhibition, % at 5.6 µM; 0.45% of 290,000 active; AID 1556;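 active = inhibition above the mean plus 3 SD of all compounds in the same screening run, cut at about 4.5% in these data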;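 note: 0% = IMP-1 with DMSO and 100% = DMSO wells lacking enzyme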
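System: purified recombinant IMP-1 beta-lactamase. Medium: Zinc- and detergent-supplemented HEPES buffer, pH 7.1. Compound: one 5.6 µM dose […]. Schedule: 15 min preincubation plus 25 min reaction at 25 °C. Technique: Epi-absorbance fluorescence, 480 nm excitation, 530 nm emission.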
DNA FID counter – displaces DNA intercalator in HCV helicase counter-screen. DNA fluorescent intercalator displacement, fluorescence. inhibition, % at 7.9 µM. 0.17% of 290,000 active; in the data active = inhibition above about 37%;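 note: 0% = vehicle and 100% = reference compound; higher means more ethidium bromide displaced from hairpin DNA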
GPR7 antagonist – antagonists of human GPR7 (neuropeptides B/W receptor 1); P48145; GPR7-expressing cells, fluorescence antagonist assay; inhibition, % at 4.4 µM; 1.1% of 290,000 active; AID 1861; in the data active = inhibition above about 16%, passing the limit was not always enough;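 note: cells stimulated with the agonist NPW; 0% = agonist with vehicle and 100% = vehicle without agonist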
GalR3 antagonist – blocks the human galanin receptor 3 | inhibition, % at 3 µM | AID 651719 | HEK293 GalR3-CNG cAMP membrane potential fluorescence; galR3 body fused to GalR1 C-terminus | 0.44% of 360,000 active;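 active = inhibition above the screen-wide average plus 3 SD, cut at about 13% in these data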;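 note: forskolin and galanin both at EC90 stimulate the cells; cAMP rise reported by CNG channel membrane potential dye signal; 0% = forskolin plus galanin with DMSO and 100% = forskolin alone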
VIM-2 inhibitor – blocks Pseudomonas aeruginosa VIM-2 metallo-beta-lactamase | purified VIM-2, nitrocefin hydrolysis, epi-absorbance fluorescence | inhibition, % at 5.6 µM | 0.89% of 290,000 active;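 active = inhibition above the mean of all tested compounds plus 3 SD, cutoff set per screening run, cut at about 7.5% in these data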;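 note: red hydrolysis product quenches plate fluorescence so inhibitors raise well fluorescence; 0% = enzyme with DMSO and 100% = DMSO without enzyme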
V1R ag counter – V1a receptor agonism, counter-screen for OXTR agonists; P37288; CHO-V1R cells, Fluo-8 calcium fluorescence, agonist mode; 0% DMSO, 100% 3 nM vasopressin; activation, % at 3 µM; 0.25% of 320,000 active; AID 2797;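 active = activation above the mean activation of all tested compounds plus 3 SD, per screening run, cut at about 20% in these data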;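 note: signal is peak over basal fluorescence ratio across a 100 second FLIPR read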
Target sequence (P37288 whole entry, looked up): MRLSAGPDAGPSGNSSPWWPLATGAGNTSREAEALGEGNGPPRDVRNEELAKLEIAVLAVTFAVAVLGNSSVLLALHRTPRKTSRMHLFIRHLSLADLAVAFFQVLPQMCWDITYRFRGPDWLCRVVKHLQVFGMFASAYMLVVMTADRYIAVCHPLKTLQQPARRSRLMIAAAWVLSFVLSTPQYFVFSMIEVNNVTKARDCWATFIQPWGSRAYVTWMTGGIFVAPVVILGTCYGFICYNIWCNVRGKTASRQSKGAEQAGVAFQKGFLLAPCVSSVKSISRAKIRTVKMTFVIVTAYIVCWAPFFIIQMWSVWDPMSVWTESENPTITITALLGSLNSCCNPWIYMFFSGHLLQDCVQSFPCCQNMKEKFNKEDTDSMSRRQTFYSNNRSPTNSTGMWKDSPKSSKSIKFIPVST
The depositor's hits bear a star; / = no result given.

smiles	PHOSPHO1 inh	HCV NS3 hel inh	OXTR ag	IMP-1 inh	DNA FID counter	GPR7 antagonist	GalR3 antagonist	VIM-2 inhibitor	V1R ag counter
COc1ccc(Cl)cc1S(=O)(=O)N1CCCC1=O	47.7	-0.1	-0.1	-1.9	-0.7	-12.8	-5.9	-1.8	-0.2
Cc1ccccc1S(=O)(=O)Nc1cccnc1	-3.5	9.6	-0.5	-2.2	-1.0	-0.4	9.0	-1.4	2.6
Cn1cc(C=O)c2ccccc21	26.2	7.1	-0.4	-2.2	2.5	-11.8	2.2	-2.3	-0.9
Cc1[nH]c2ccccc2c1C(=O)C(C)OC(=O)c1ccc([N+](=O)[O-])o1 (stereo not given)	20.1	-10.7	2.3	-3.0	1.6	5.6	-4.0	-2.1	0.8
O=C1/C(=C/c2cccs2)SC(=S)N1c1ccccc1	3.8	-4.5	-0.2	-3.6	1.2	2.5	-0.4	0.8	0.8
O=C(Nc1ccc2c(c1)OCO2)c1ccc(Cl)nc1	37.8	-0.4	-0.5	-2.1	-0.9	2.0	-1.8	-1.2	-0.3
CC1(C)CC2(CCCN(CC(O)(c3ccccc3)c3ccccc3)C2)CCO1 (stereo not given)	20.0	-3.0	-2.5	-2.3	-8.3	8.9	-8.3	-3.9	-0.7
O=C(CCNC(=O)c1ccccc1)OCN1C(=O)c2ccccc2C1=O	48.5	-7.5	0.2	-1.4	0.8	-3.8	4.0	-3.7	0.9
Cc1ccc(C(c2nnnn2CC2CCCO2)N2CCN(C(=O)c3ccco3)CC2)cc1 (stereo not given)	16.2	7.2	0.4	-2.8	-36.3	-5.9	-3.1	-2.8	-0.5
Cn1cc(C2=C(c3ccc(Cl)cc3Cl)C(=O)NC2=O)c2ccccc21	35.7	-0.9	29.0*	4.9*	5.4	-7.4	-3.4	2.7	31.3*

A second format for part of the listing above.
Cc1[nH]c2ccccc2c1C(=O)C(C)OC(=O)c1ccc([N+](=O)[O-])o1 (stereo not given)
  PHOSPHO1 inh: 20.1
  HCV NS3 hel inh: -10.7
  OXTR ag: 2.3
  IMP-1 inh: -3.0
  DNA FID counter: 1.6
  GPR7 antagonist: 5.6
  GalR3 antagonist: -4.0
  VIM-2 inhibitor: -2.1
  V1R ag counter: 0.8

Cc1ccccc1S(=O)(=O)Nc1cccnc1
  PHOSPHO1 inh: -3.5
  HCV NS3 hel inh: 9.6
  OXTR ag: -0.5
  IMP-1 inh: -2.2
  DNA FID counter: -1.0
  GPR7 antagonist: -0.4
  GalR3 antagonist: 9.0
  VIM-2 inhibitor: -1.4
  V1R ag counter: 2.6

More compounds follow:
smiles	PHOSPHO1 inh	HCV NS3 hel inh	OXTR ag	IMP-1 inh	DNA FID counter	GPR7 antagonist	GalR3 antagonist	VIM-2 inhibitor	V1R ag counter
N#Cc1cc(C(=O)c2ccccc2OCC(=O)Nc2ccccc2Cl)cn(C2CCCCC2)c1=O	0.3	1.4	0.2	-3.5	-23.3	4.2	-3.6	-3.2	0.7
Fc1ccc(-n2c(CN3CCCCC3)n[nH]c2=S)cc1	19.9	14.0	1.4	-3.2	2.4	-10.5	-5.9	-4.9	0.8
COc1ccc(C2C(C#N)=C(N)Oc3cc(C)[nH]c(=O)c32)c(OC)c1OC (stereo not given)	16.2	2.5	0.2	-4.2	-3.3	1.7	1.1	-4.5	1.2
Cc1ccc(NCC(=O)Nc2cccc(F)c2)cc1S(=O)(=O)N1CCCCCC1	27.6	-12.8	5.9	-2.9	-19.1	7.8	-2.9	-2.5	5.7
Clc1ccc(-c2nc(-c3cc4cc(Cl)ccc4o3)cs2)cc1	19.9	7.6	0.5	-2.0	-4.0	-5.0	4.3	-1.7	0.7
O=C(O)C1=C[C@@H](C2CC2)C[C@@H](OCc2ccc(CO)cc2)O1	43.7	-7.3	-0.2	-1.7	-7.2	-12.2	-2.3	-1.0	0.1
O=C(c1cccnc1)N1CCN(S(=O)(=O)c2ccc(F)cc2)CC1	-4.6	-3.8	1.5	-0.9	7.4	-8.4	0.5	-3.2	0.4
COc1cc(CN2CCC(n3nccc3NC(=O)C3CC3)CC2)cc(OC)c1	26.3	-6.9	-0.9	-1.9	6.1	-14.5	-4.2	-2.5	-0.1
COc1ccc(S(=O)(=O)N2CCC(C(=O)NCCC(=O)NCc3ccccc3OC)CC2)cc1	31.5	-6.2	-1.4	-3.6	-48.0	-12.6	-1.0	-3.4	-0.6
COc1ccc(CCNC(=O)CCS(=O)(=O)c2ccc(Br)cc2)cc1OC	-9.7	-3.4	-0.9	0.0	-15.3	-15.8	-1.2	-1.8	-0.7
C/C(Cl)=C/Cn1c(SCC(C)C)nc2c1c(=O)[nH]c(=O)n2C	0.9	/	-0.3	/	/	/	-2.4	/	0.3
O=S1(=O)N=C(N2CCCC2)c2ccccc21	/	5.5	-0.6	-4.5	-2.9	-5.5	-6.6	-3.5	0.8
COCCCNC(=O)CN(c1ccc(OC)cc1)S(=O)(=O)c1ccc(NC(C)=O)cc1	45.9	4.8	0.5	-4.0	-2.7	-3.5	-5.6	-2.6	-0.7
Cc1ccc2nc(CCCc3nc4ccc(C)cc4[nH]3)[nH]c2c1	39.5	0.4	/	-5.5	7.3	-9.8	-7.3	-3.3	/
COc1ccc(NC(=O)C/C(C)=N/NC(=O)c2ccco2)c([N+](=O)[O-])c1	-20.0	-0.4	0.6	-3.1	-10.7	-9.0	-9.3	-2.9	-0.6
CCN(C(=O)CN(C)Cc1cccc(Cl)c1Cl)c1c(N)n(Cc2ccccc2)c(=O)[nH]c1=O	8.4	15.2	-0.7	-0.8	-6.3	0.5	-1.2	0.1	0.2
O=C(O)c1ccc(CSC2CCCCC2)cc1	22.2	-2.3	1.3	-1.8	-5.5	-1.5	-13.4	0.1	1.5
CCCCNC(=O)CC1N=C2c3ccccc3N=C(SCC(=O)Nc3ccccc3OC)N2C1=O (stereo not given)	12.6	3.7	-0.9	0.0	-25.6	0.3	0.6	-0.7	-0.4
c1ccc(Oc2ccc(-n3cnnn3)cc2)cc1	-4.0	-7.4	0.0	0.2	-5.4	9.6	0.2	0.4	-0.3
CC1(c2ccc(Cl)cc2)NC(=O)N(CC(=O)c2ccc3c(c2)OCO3)C1=O (stereo not given)	17.4	-4.5	13.8	-1.6	-25.6	-6.7	-3.5	-2.2	15.8
Cc1cccc(Nc2ncnc3c2cnn3Cc2ccccc2)c1	46.4	-5.3	-1.9	1.1	-12.9	7.8	-3.3	0.6	0.0
O=C(c1ccc(OC2CCN(Cc3ccccc3O)CC2)cc1)N1CCCCC1	28.7	-13.4	0.8	-2.0	4.5	-9.7	-0.4	-3.7	0.1
O=C(COc1ccccc1)Nc1nc(-c2ccc(S(=O)(=O)N3CCOCC3)cc2)cs1	11.4	23.2	1.6	-1.6	-16.5	12.7	-2.9	-2.0	7.3
N=c1n(CC(=O)c2cccs2)c2ccccc2n1Cc1ccccc1	35.8	-55.5	5.5	-2.1	16.0	7.5	-3.0	-2.6	4.0
Cc1ccc(S(=O)(=O)N(Cc2nccn2C)C(C)C)cc1	10.2	-2.2	-1.4	-0.4	-0.5	-10.0	-4.0	-0.5	-0.1
N#CCC(=O)Nc1nc(-c2ccc3c(c2)OCCO3)cs1	15.3	16.9	-1.6	-1.3	-14.1	-13.3	-5.9	-3.8	0.1
N#Cc1c(-c2ccccc2)cc(-c2cccs2)nc1SCC(=O)O	-7.4	39.1*	-0.3	-5.4	-14.5	10.9	-10.8	0.6	2.2
COc1cc(NS(=O)(=O)c2ccc3c(c2)NC(=O)CO3)cc(OC)c1	6.3	-2.5	-0.9	-3.8	-8.2	3.5	-8.8	-2.5	0.2
COc1cc(CCC(=O)Nc2ccc(Br)c(C(F)(F)F)c2)cc(OC)c1OC	5.7	-3.1	1.2	-2.9	-15.3	-7.5	1.5	-2.7	3.6
Cc1ccc(CCNC(=O)C2CCC(=O)N2C2CCCC2)cc1 (stereo not given)	7.0	-0.2	0.3	-1.4	-7.5	-1.6	-9.1	-1.8	0.1
NC(=O)[C@@H]1CCCNc2c(F)cc([N+](=O)[O-])cc2C(=O)N[C@@H](CO)C(=O)NCC(=O)N1	-8.7	1.6	0.6	-0.1	-0.3	-1.5	7.1	-1.4	-0.6
CC(=O)Nc1ccc(S(=O)(=O)N2CCN(C)CC2)cc1	-10.7	-3.0	0.7	-3.3	-1.7	-1.8	-1.3	-0.5	0.1
COc1cc(C2NC(=O)CCC2[N+](=O)[O-])cc(OC)c1OC (stereo not given)	4.7	-4.8	1.6	-0.8	-4.8	-3.5	-0.5	-2.1	0.6
CC(=O)C1C(c2ccc(Br)cc2)C2C(C)=NN=C2CC1(C)O (stereo not given)	1.6	-4.8	1.6	-2.5	-5.6	-3.1	-2.7	1.3	0.8
O=S(=O)(N1CCOCC1)N1CCCN(S(=O)(=O)N2CCOCC2)CC1	0.2	-3.1	0.8	0.8	-3.8	-12.5	-4.1	-1.7	0.7
O=C1N(c2cccc(Cl)c2)C(c2ccccc2)N2CCCN12 (stereo not given)	-6.2	-2.3	-2.4	-4.3	-4.7	-7.9	-2.1	-0.7	-0.5
COC(=O)c1ccc(N2CCC(c3cc(-c4ccc(OC)cc4)n[nH]3)CC2)c([N+](=O)[O-])c1	7.2	-38.3	1.3	-0.9	-5.8	-5.2	-5.9	-1.4	3.1
CSCCC(NC(=O)C1CCC(C)CC1)C(=O)NCCN1CCC(C)CC1 (stereo not given)	-12.2	6.9	-0.6	-0.4	18.3	-0.4	2.9	-0.1	-0.9
NC(=O)CN1C(=O)C(=O)N(Cc2ccccc2Cl)C1=O	20.3	-12.0	-0.2	-2.8	-3.2	16.7	-6.1	-0.9	-0.3
Cc1cccc(NC(=O)c2ccc(S(=O)(=O)N3CCOCC3)cc2)c1C	44.9	3.6	1.3	-0.8	-7.4	-0.5	-7.5	-1.4	0.1
Cc1cc(C(=O)N/N=C/c2ccc([N+](=O)[O-])cc2)c2ccccc2n1	28.2	2.7	-1.2	-3.7	-0.8	-10.9	-1.4	-4.9	0.6
COc1ccc(OCc2nnc(SCC(=O)Nc3ccccc3F)o2)cc1	18.8	-2.5	1.2	-4.4	-14.9	1.3	-7.5	-2.9	3.5
O=C(NNC(=S)NC(=O)c1ccccc1Cl)c1cccc([N+](=O)[O-])c1	14.1	-7.7	28.4*	-3.5	-5.2	-7.2	-12.5	-2.8	23.1*
Cc1ccc(Sc2cnc3ccccc3n2)cc1	-1.3	2.1	-2.1	-1.7	-1.2	5.4	-2.2	0.0	-1.1
Cc1cc(C)c2c(N=CN(C)C)c(C(=O)N3CCN(c4ncccn4)CC3)sc2n1	6.4	-2.4	3.9	-1.4	-35.1	-15.6	-3.7	-0.9	-1.2
Cc1cccc(C)c1NC(=O)CNc1ncnc2sc(C)c(C)c12	-0.8	-1.1	1.9	0.8	3.4	5.4	-2.6	-0.4	5.3
Cc1ccc(-c2nnc(SCC(=O)Nc3nc4c(s3)CCCC4)n2C)cc1	22.9	-6.7	-1.4	-3.9	-2.5	-5.5	-1.2	-3.4	-1.6
N#Cc1c2c(nc(N)c1-c1ccccc1)CCCCC2	5.8	-10.4	-2.5	-3.3	-1.7	-10.1	-4.0	-2.1	0.0
